# Compound activity: PubChem, National Center for Advancing Translational Sciences (NCATS)
# TSG101-PTAP inh – blocks PTAP/TSG101 interaction to inhibit HIV-1 budding | Q99816 | Fluorescence polarization, FITC-PTAP peptide / Tsg101 binding | Potency, µM (series often up to 115 µM), for inactives: top-dose activity change, negative = inhibition, usual class: inhibitors | 340,000 tested, under 10 active; active = well fitted inhibition curve with a large enough effect in the main read-out, with a control signal flat, not every such curve was filed as active; inconclusive = small, poorly fitted or top-dose-only effect, or effect the other way, or a change in a side signal; inactive = no such curve, though single readings can be large or run the other way; also: potency is read from the fitted curve at half-maximal effect; % of control where 0% means no effect
# Target sequence (Q99816 whole entry, looked up): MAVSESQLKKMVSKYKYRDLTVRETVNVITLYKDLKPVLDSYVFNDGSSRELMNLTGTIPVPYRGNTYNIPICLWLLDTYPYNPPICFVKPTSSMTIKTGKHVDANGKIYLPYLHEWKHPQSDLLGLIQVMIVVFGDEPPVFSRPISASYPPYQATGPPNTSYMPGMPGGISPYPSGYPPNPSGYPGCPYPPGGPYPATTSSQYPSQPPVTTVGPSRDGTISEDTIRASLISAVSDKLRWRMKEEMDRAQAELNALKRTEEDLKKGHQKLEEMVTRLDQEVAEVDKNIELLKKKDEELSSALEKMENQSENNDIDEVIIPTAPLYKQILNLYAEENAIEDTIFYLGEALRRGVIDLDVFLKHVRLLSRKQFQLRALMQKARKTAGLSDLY
#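 Steps: Tsg101 binding domain dispensed (10 uM final), compounds pinned in DMSO, FITC-labeled PTAP-motif peptide added (50 nM final); after 20 min binding at room temperature, polarization measured.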
# TCR act – T cell receptor activation | Potency, µM (doses to about 9.22 µM), inactives show top-dose activation of IL-2 secretion, most hits filed as activators | primary human leukocytes, anti-CD3, IL-2 HTRF, 48 h | 330,000 tested, under 10 active | AID 504894; also: % of control where 0% means no effect
#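 Compounds are tested in HTS on primary human leukocytes co-incubated with a-CD3 beads for 48 hr. IL-2 output is measured by time-resolved FRET.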
# MLL CXXC-DNA inh – blocks binding of human MLL CXXC domain to DNA; Q03164; Potency, µM (highest dose often 115 µM), inactives show top-dose activity change, negative = inhibition, actives largely listed as inhibitors; actives 0.037% (n = 290,000); MLL-CXXC / FITC-HOXA9 DNA fluorescence polarization; active = well fitted inhibition curve with a large enough effect in the polarisation, with a control signal flat, not every such curve was filed as active; inconclusive = small, poorly fitted or top-dose-only effect, or effect the other way, or a change in a side signal; inactive = no such curve, though single readings can be large or run the other way; the % refers to the polarisation; also: potency is read from the fitted curve at half-maximal effect
#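 Fluorescence polarization: 7 uM MLL-CXXC (stock) preincubated 5 min with compounds, then 50 nM fluorescein-HOX-A9 DNA (stock) added; 30 min ambient. Buffer 50 mM Tris-HCl pH 7.5, 50 mM NaCl, 1 mM DTT, 0.05% BSA.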
# BRCA1 expr act – activators of BRCA1 expression. MCF7-BRCA1-FFLuc reporter, luminescence, 48 h; response scale: scaled: vehicle 0%, 10 µM genistein 100%. Potency, µM (titrated, usually from 46.1 µM), for inactives: at the top dose activation, actives largely listed as activators. actives 1.1% (n = 380,000); also: potency is read from the fitted curve at half-maximal effect; nearly all actives have a fitted effect of over 80% in size; some results filed as inactive show a strong effect at the top dose
#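 MCF7 cells carrying a BRCA1-firefly luciferase reporter (2000 cells/well, phenol-red free MEM) were attached for 2 h at 37 °C, then given compounds for 48 h. Luminescence was read 15 min after luciferase reagent; activity normalized to genistein (10 microM) and DMSO.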
# A-T KAP1 phos – potential ataxia-telangiectasia treatments restoring KAP-1 phosphorylation; AID 485349; actives 0.19% (n = 320,000); […] A-T fibroblasts, KAP-1 phosphorylation AlphaLISA; neocarzinostatin DNA damage 30 min before lysis; Potency, µM (doses to about 57.5 µM), for the others: at the highest dose activation, hits mostly activators; also: potency is read from the fitted curve at half-maximal effect; % of control where 0% means no effect; nearly all actives have a fitted effect of over 45% in size
#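 ATM-like activity read as KAP-1 phosphorylation via AlphaLISA donor/acceptor antibody pairs after lysis and 6 hr at 25C. Cells were ATM-null patient fibroblasts ([…], hTERT), dosed 60 min, then exposed to the DSB inducer NCS for 30 min.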
# ELG1 repair inh – ELG1-dependent DNA repair inhibition. HEK293T ELG1-luciferase reporter, luminescence, 16 h; DNA damage induced by 5-fluorouridine. actives 2.3% (n = 330,000). Potency, µM (top dose mostly 46.1 µM), without a hit: top-dose activity change, negative = inhibition, actives largely listed as inhibitors; also: potency is read from the fitted curve at half-maximal effect; % is scaled to controls: 0 for no effect and ±100 for the full control effect; nearly all actives have a fitted effect of over 55% in size
#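 Cells (2,000 per well) received 5-fluorouridine plus test compound or DMSO and were incubated 16 hr at 37 °C, 5% CO2. Luciferase activity was read by luminescence 30 min after ONE-Glo addition; signal suppression marked inhibition of damage-induced ELG1 function.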
# Integrin act MD – activates integrin-mediated alleviation for muscular dystrophy; alpha7betagal myoblasts, beta-gal FDG fluorescence, 48 h; Potency, µM (top dose mostly 38.3 µM), for inactives: top-dose activation, actives largely listed as activators; actives 0.064% (n = 350,000);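 also: potency is read from the fitted curve at half-maximal effect; 100% = response of the positive control SU9516; nearly all actives have a fitted effect of over 60% in size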
#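 Alpha7betagal+/- myoblasts (passage 13) were plated 16-24 hr, then exposed to compounds (1:260 dilution of DMSO stock) for 48 hours at 37C. After MPER lysis, β-galactosidase reporter activity was read as FDG fluorescence (ex 480/em 540) after 30 minutes.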
# TRPV1 ag – agonists of human vanilloid receptor 1 (TRPV1). Q8NER1. TRPV1-expressing cells, Fluo-8 calcium influx, agonist mode. activation, % at 8.33 µM. actives 0.19% (n = 320,000). AID 540275; in the data active = activation above about 80%; inconclusive = between about 30% and that limit; also: 0% is about no effect
#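 Cells expressing TRPV1 were dye-loaded with Fluo-8 and read kinetically: 10 s baseline, 3 min after compound (agonist portion), then 2 min after EC20 capsaicin (allosteric enhancer portion). Calcium-bound dye fluorescence at 480/520 nm.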
# p53 reactivation – mutant p53 re-activation in reporter cells. H1299 p53-A138V BP100-luciferase reporter, luminescence, 24 h. Potency, µM (series often up to 92.2 µM), without a hit: at the top dose activity change, positive = activation, hits mostly activators. actives 0.063% (n = 320,000). AID 504706; also: potency is read from the fitted curve at half-maximal effect; % of control where 0% means no effect; nearly all actives have a fitted effect of over 45% in size
#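 p53-null H1299 cells stably carrying temperature-sensitive p53-A138V and a BP100-luciferase reporter were pinned with compounds (4-point, 1:5 series) and held 24 hrs at 37 deg C. Luminescence was read 10 min after detection reagent.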
# B2AR arrestin – agonists driving beta-arrestin recruitment to human beta2-adrenergic receptor. Potency, µM (series often up to 46.1 µM), inactives show top-dose activation, most hits filed as activators. actives 0.02% (n = 330,000). beta-arrestin recruitment to beta2AR, cell-based reporter. P07550. AID 492947;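 also: potency is read from the fitted curve at half-maximal effect; 0% = DMSO controls and full agonism = EC100 isoproterenol or metaproterenol; nearly all actives have a fitted effect of over 65% in size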
# Target sequence (P07550 whole entry, looked up): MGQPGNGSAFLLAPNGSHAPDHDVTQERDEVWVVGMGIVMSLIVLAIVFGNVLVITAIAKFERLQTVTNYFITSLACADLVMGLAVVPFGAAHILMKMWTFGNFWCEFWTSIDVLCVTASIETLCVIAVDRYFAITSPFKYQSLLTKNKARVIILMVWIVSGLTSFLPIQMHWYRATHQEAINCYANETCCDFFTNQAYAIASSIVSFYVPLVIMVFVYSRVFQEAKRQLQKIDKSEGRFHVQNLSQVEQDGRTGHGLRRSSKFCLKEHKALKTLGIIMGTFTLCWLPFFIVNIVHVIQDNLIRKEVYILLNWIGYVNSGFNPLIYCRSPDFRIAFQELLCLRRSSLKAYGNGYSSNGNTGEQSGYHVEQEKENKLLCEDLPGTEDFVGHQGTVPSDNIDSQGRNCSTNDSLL
# Active calls of the source: *; ? = inconclusive; nt = no result given; [ ] = remark or other dose. Unless noted, calls follow the shape of the dose curve; as a rule, active = well fitted curve in the direction sought with a large enough effect; inconclusive = small, poorly fitted or top-dose-only effect, or another doubt; inactive = no such curve, though single readings can be large; an effect the other way counts as inactive or inconclusive.
SMILES,TSG101-PTAP inh,TCR act,MLL CXXC-DNA inh,BRCA1 expr act,A-T KAP1 phos,ELG1 repair inh,Integrin act MD,TRPV1 ag,p53 reactivation,B2AR arrestin
COCCn1c(SCC(=O)Nc2ccc3c(c2)OCCO3)nnc1-c1ccncc1,0%,-4%[46.1 µM],nt,6%,-5%,6%,1%,nt,-6%,-0.3%
Oc1oc(-c2ccccc2)nc1/C=N/c1nccs1,-3%,1%[46.1 µM],?,2%,-3%,?,14%,-4,?,-1.2%
Cc1cc(C)c2nc(SCC(=O)Nc3ccccc3N3CCOCC3)c(C#N)cc2c1,0%,5%,nt,0%,nt,nt,1%,nt,nt,nt
Cc1ccc(CNC(=O)CSc2nc3ccsc3c(=O)n2Cc2ccccn2)cc1,-3%,1%,8%,45%,2%,22%,20%,-2,-1%,-0.2%
O=C(NCCCN1CCOCC1)c1ccc(CNS(=O)(=O)c2ccc(F)cc2)cc1,-6%,nt,13%,6%,nt,5%,30%[7.66 µM],3,7%,3.1%
COc1ccccc1CN1C[C@@H]2C[C@@H](c3cccc(C)c3)N3CCC[C@@]23C1=O,-2%,2%,-4%,-3%,1%,3%,-22%,4,0%,-0.9%
CC1CCN(C(=O)c2cc3nc(-c4ccccc4)cc(-c4ccccc4)n3n2)CC1,-4%,nt,1%,-45%,4%,?,11%[7.66 µM],10,-7%,-0.2%
COc1ccc(C(=O)NCCSCc2ccco2)cc1OC,-6%,-4%,1%,16%,-1%,7%,-19%,0,5%,0.3%
CN(CC(=O)Nc1ccc(N2CCOCC2)cc1)C(=O)c1ccc(O)c(Cl)c1,-2%,4%,-11%,-1%,5%,-3%,13%,1,10%,2.2%
COc1ccc(OC)c(S(=O)(=O)Nc2c(F)cccc2F)c1,-13%,nt,5%,14%,nt,0%,28%,0,-4%,0.0%

# In a second layout: entries from further up
Cc1ccc(CNC(=O)CSc2nc3ccsc3c(=O)n2Cc2ccccn2)cc1
  TSG101-PTAP inh: -3%	TCR act: 1%	MLL CXXC-DNA inh: 8%	BRCA1 expr act: 45%	A-T KAP1 phos: 2%	ELG1 repair inh: 22%	Integrin act MD: 20%	TRPV1 ag: -2	p53 reactivation: -1%	B2AR arrestin: -0.2%
O=C(NCCCN1CCOCC1)c1ccc(CNS(=O)(=O)c2ccc(F)cc2)cc1
  TSG101-PTAP inh: -6%	TCR act: nt	MLL CXXC-DNA inh: 13%	BRCA1 expr act: 6%	A-T KAP1 phos: nt	ELG1 repair inh: 5%	Integrin act MD: 30%[7.66 µM]	TRPV1 ag: 3	p53 reactivation: 7%	B2AR arrestin: 3.1%
COc1ccccc1CN1C[C@@H]2C[C@@H](c3cccc(C)c3)N3CCC[C@@]23C1=O
  TSG101-PTAP inh: -2%	TCR act: 2%	MLL CXXC-DNA inh: -4%	BRCA1 expr act: -3%	A-T KAP1 phos: 1%	ELG1 repair inh: 3%	Integrin act MD: -22%	TRPV1 ag: 4	p53 reactivation: 0%	B2AR arrestin: -0.9%

# Next structures.
SMILES,TSG101-PTAP inh,TCR act,MLL CXXC-DNA inh,BRCA1 expr act,A-T KAP1 phos,ELG1 repair inh,Integrin act MD,TRPV1 ag,p53 reactivation,B2AR arrestin
COc1ccnc(CSC(N)=Nc2ccc(F)cc2)c1,-2%,2%[46.1 µM],0%,?,nt,?,-25%,0,?,11%
O=C(COc1ccc(Cl)cc1)NNC(=O)c1ccccn1,-4%,-13%,-18%,-24%,2%,-13%,-22%,3,2%,-0.1%
CC1CCc2c(sc(NC(=O)C3CCCO3)c2C#N)C1 (stereo unspecified),-5%,0%,38%[activator],10µM*,-2%,?,8%,13,8%,-0.6%
CC1(C)Oc2ccc3ccc(=O)oc3c2-c2cnoc21,3%,-3%,15%,3%,18%,14%,19%,2,0%,-0.3%
C/C(=N\N1CCN(c2ccccc2)CC1)c1cccs1,-2%,1%,34%[activator],0%,5%,-6%,4%,17,2%,-1.1%
O=C(Nc1ccccc1)N1CCCN(c2nccc(C(F)(F)F)n2)CC1,-3%,0%,0%,-1%,4%,10%,3%,87*,-3%,-0.8%
O=C(COc1ccccc1O)Nc1ccccc1Cl,-5%,2%,0%,32%,1%,?,11%,-5,20%,0.1%
CC(C)(C)c1ccc(C(CC(=O)O)NC(=O)Cc2ccc(F)cc2)cc1 (stereo unspecified),nt,nt,4%,nt,1%,20%,nt,2,1%,-0.5%
Cc1cc(C)c(S(=O)(=O)Nc2ncn[nH]2)cc1C,0%,0%,12%,-1%,-5%,1%,3%,0,7%,-0.5%
O=C(COc1ccc(Br)cc1)NCC1COc2ccccc2O1 (stereo unspecified),-6%,nt,nt,2%,10%,?,-6%,4,8%,0.3%
CCc1ccc(/C=C2/SC(N3CCOCC3)=NC2=O)cc1,-4%,-4%,1%,44%,-14%,0%,1%,85*,6%,0.4%
Cc1cc(OCC(=O)NCc2ccccn2)cc(C)c1Br,-6%,-3%[46.1 µM],15%,34%,2%,?,20%,?,14%,-1.7%
CCOc1ccc(CCNC(=O)c2cc(C)nn2-c2ccccc2)cc1,2%,-5%,-1%,-15%,20%,?,-24%,-1,1%,-0.3%
O=C(NC(=S)Nc1ccc2cn[nH]c2c1)c1ccccc1,-4%,-5%,2%,76%,4%,?,5%,10,?,-0.1%
CCOc1ccc(C(=O)CCN2CCOCC2)cc1,-5%,-3%,27%,-34%,1%,-4%,-58%[inhibitor],1,nt,0.4%
CC(=O)O/N=C(\N)c1cnn2c(C(F)(F)F)cc(C(F)(F)F)nc12,-5%,-11%,-7%,-10%,3%,-15%,38%,2,1%,-0.1%
CC1Cc2ccccc2N1C(=O)CN(C)CC(=O)Nc1ccc(OC(F)(F)F)cc1 (stereo unspecified),-3%,-3%,nt,-63%,4%,-23%,-19%,6,-13%,-0.1%
CCOc1ccc(NC(=O)CSc2nnc(C)n2CCCOC)cc1,-8%,nt,-3%,1%,2%,-7%,-28%,-2,-1%,0.5%
c1ccc(Cn2c[n+](Cc3ccccc3)c3ccccc32)cc1,-5%,2%,8%,-29%,-2%,-5%,-27%,-3,-2%,2.6%
COc1ccccc1N1CCN(C2CCCN(C(=O)c3oc(C)cc3C)C2)CC1 (stereo unspecified),1%,-2%,2%,-21%,9%,?,-19%,-3,-7%,0.5%
CCC(c1nnnn1C(C)(C)C)N(Cc1cccs1)Cc1cc2cc(C)c(C)cc2n2nnnc12 (stereo unspecified),5%,6%,nt,-10%,nt,nt,18%,nt,nt,nt
Cc1cc(=O)oc(C)c1C(=O)OCC(=O)c1ccc(Br)cc1,-4%,14%[46.1 µM],4%,-101%[inhibitor],nt,0%,2%,5,14%,-0.6%
O=C(Nc1cccc2ccccc12)c1cnsn1,-2%,-2%,1%,-5%,-1%[11.5 µM],12%,0%,9,-2%,-0.1%
CCCN1CCc2c(sc(NC(=O)C3CCN(S(=O)(=O)c4cccs4)CC3)c2C(N)=O)C1,-4%,3%,nt,-9%,10%,-22%,-1%,2,-7%,-2.9%
Cc1noc(C)c1CSc1nnc2ccccn12,-1%,-2%,?,-4%,1%,9%,-39%[inhibitor],0,3%,-1.1%
Cc1cc(NC(=O)c2ccc(N3C(=O)C4C5C=CC(C5)C4C3=O)cc2)no1 (stereo unspecified),-2%,nt,4%,39%,4%[11.5 µM],-2%,18%,0,-1%,0.3%
CCOC(=O)C1CCCN(c2c(C(=O)c3ccccc3)cnc3ccccc23)C1 (stereo unspecified),0%,5%,4%,-8%,4%,?,-6%,20,-3%,0.1%
COc1ccccc1N1CCN(S(=O)(=O)CCNC(=O)C2CCCCC2)CC1,-8%,-5%,nt,-41%,-1%,?,30%,5,-2%,-0.4%
Cn1c(=O)n(CC(=O)O)c(=O)c2c1nc1n2CCCN1CCc1ccccc1,-1%,-2%,-6%,37%,8%,1%,-14%,6,nt,-0.5%
Cn1c(=O)c2c(nc(Oc3cccc(Br)c3)n2C)n(C)c1=O,-1%,1%,-6%,-8%,-7%,?,0%,4,nt,-0.6%
CC(NC(=O)COC(=O)c1ccco1)c1ccccc1 (stereo unspecified),3%,2%,-4%,14%,3%,6%,13%,-1,-3%,-0.2%
Cc1ccc2occ(C(c3nnnn3C3CCCC3)N3CCN(C(=O)c4ccco4)CC3)c(=O)c2c1 (stereo unspecified),-8%,-3%,7%,-9%,0%,?,2%,8,-3%,0.5%
COc1ccc(CN2CCN(C(=O)C3CCC(CNS(=O)(=O)c4ccc(C)cc4)CC3)CC2)c(OC)c1OC (stereo unspecified),1%,1%,16%,-23%,nt,12µM*,29%,-4,-1%,-0.1%
